From PubChem
V1R ag counter: agonists of human V1a receptor, primary screen, counter-screen for OXTR agonist project, fluorescence, CHO-V1R cells. 0.25% of 320,000 active. AID 2797, 2010. Fluo-8 calcium fluorescence, agonist mode; 0% DMSO, 100% 3 nM vasopressin. activation, % at 3 µM;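 active = activation above the mean activation of all tested compounds plus 3 SD, per screening run, cut at about 20% in these data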;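 also: signal is peak over basal fluorescence ratio across a 100 second FLIPR read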
Target sequence (P37288 whole entry, looked up): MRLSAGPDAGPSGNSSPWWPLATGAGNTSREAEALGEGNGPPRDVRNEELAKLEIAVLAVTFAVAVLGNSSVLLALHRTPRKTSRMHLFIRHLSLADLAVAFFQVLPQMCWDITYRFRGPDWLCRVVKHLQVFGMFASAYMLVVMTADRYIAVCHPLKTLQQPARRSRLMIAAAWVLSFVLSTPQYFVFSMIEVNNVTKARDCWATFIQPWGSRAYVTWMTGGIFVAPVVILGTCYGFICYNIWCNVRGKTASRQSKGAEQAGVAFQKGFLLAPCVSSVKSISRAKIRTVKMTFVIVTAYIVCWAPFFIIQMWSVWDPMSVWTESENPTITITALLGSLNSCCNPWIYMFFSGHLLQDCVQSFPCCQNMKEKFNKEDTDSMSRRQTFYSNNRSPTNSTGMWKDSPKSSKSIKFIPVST
GalR3 antagonist: GalR3 antagonists in HEK293 cells, primary screen, cell-based, fluorescence readout; Galanin receptor type 3 (Homo sapiens), O60755; HEK293 GalR3-CNG cAMP membrane potential fluorescence; galR3 body fused to GalR1 C-terminus; inhibition, % at 3 µM; 0.44% of 360,000 active;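 active = inhibition above the screen-wide average plus 3 SD, cut at about 13% in these data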;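 also: forskolin and galanin both at EC90 stimulate the cells; cAMP rise reported by CNG channel membrane potential dye signal; 0% = forskolin plus galanin with DMSO and 100% = forskolin alone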
Target sequence (O60755 1-299 limits assumed): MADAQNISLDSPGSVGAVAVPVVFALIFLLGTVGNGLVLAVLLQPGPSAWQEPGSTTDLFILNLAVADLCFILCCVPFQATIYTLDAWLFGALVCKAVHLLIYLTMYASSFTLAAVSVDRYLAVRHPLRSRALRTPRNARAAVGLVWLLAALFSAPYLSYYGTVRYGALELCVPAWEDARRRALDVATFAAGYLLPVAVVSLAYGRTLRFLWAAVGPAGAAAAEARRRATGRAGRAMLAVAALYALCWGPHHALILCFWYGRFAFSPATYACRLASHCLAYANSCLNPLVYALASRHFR
OXTR agonist: human OXTR agonists, primary screen, fluorescence, CHO-OTR cells, Fluo-8 calcium | Oxytocin receptor (Homo sapiens), P30559 | Fluo-8 calcium fluorescence; normalized: DMSO 0%, oxytocin 100% | activation, % at 3 µM | 0.32% of 320,000 active | AID 2435, 2010;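 active = activation above the mean of all tested compounds plus 3 SD, cutoff set per screening run, cut at about 20% in these data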;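 also: peak over basal fluorescence ratio from a 100 s FLIPR kinetic read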
Target sequence (P30559 whole entry, looked up): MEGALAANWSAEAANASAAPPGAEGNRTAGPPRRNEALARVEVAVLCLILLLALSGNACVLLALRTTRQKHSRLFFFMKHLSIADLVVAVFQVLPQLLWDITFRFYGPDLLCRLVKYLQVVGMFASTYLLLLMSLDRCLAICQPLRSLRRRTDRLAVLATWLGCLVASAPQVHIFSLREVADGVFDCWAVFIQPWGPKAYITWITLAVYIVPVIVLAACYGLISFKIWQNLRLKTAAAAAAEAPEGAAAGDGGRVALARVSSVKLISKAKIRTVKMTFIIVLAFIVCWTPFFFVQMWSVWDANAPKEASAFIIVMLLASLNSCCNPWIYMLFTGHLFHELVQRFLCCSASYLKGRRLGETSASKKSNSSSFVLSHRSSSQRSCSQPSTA
Starred values were filed as active, the others as inactive. Not all compounds are listed; rates above refer to the full screens.

smiles | V1R ag counter | GalR3 antagonist | OXTR agonist
COC(=O)C1=C(c2cccc(OCc3ccccc3)c2)C[C@@H]2CC[C@H]1N2C(=O)NCc1cc(C)oc1C(F)(F)F | 2.5 | -7 | 2.6
COC(=O)C1=C(c2c(C)noc2C)C[C@@H]2CC[C@H]1N2C(=O)NCc1ccc(F)cc1 | -0.2 | -4 | 0.0
C=CCc1ccc(OC)cc1 | 0.0 | 0 | 0.8
CCN1C[C@@]2(COC)C3[C@@H](OC)[C@H]4[C@@H]1[C@@]3(C1C[C@H]3[C@H](O)C1[C@]4(O)C[C@H]3OC)[C@@H](OC)C[C@H]2O (some centres not stated) | -0.1 | -2 | -0.1
CC1(O)CCN2C(=O)CCc3cccc1c32 (configuration not stated) | 0.8 | 4 | -0.4
O=C(Cc1cccc(C(F)(F)F)c1)N1CCN(CC(=O)N2CCCC2)CC1 | 0.1 | -5 | -0.2
COC(=O)C1=C(c2ccccc2)C[C@@H]2CC[C@H]1N2C(=O)NC1CCCCC1 | -1.3 | -2 | -0.8
COC(=O)C1=C(c2ccc(-c3ccccc3)c(F)c2)C[C@@H]2CC[C@H]1N2C(=O)NC1CC1 | 3.5 | 2 | 5.9
COC(=O)C1=C(c2ccc3ccccc3c2)C[C@@H]2CC[C@H]1N2C(=O)NC(C)C | -0.3 | -1 | 0.2
COC(=O)[C@@H]1C(OC(=O)c2ccccc2)CC2CCC1N2C (some centres not stated) | 0.6 | -4 | 1.2
COc1cccc2c1O[C@H]1C(=O)CC[C@H]3CN(C)CCC231 (some centres not stated) | 0.2 | -2 | 0.1
CCCCOC(=O)c1ccc(NC(=O)c2c(O)[nH]c(=O)[nH]c2=O)cc1 | 1.1 | -3 | 0.0
Nc1ccc([N+](=O)[O-])cc1 | 1.5 | 4 | 0.5
CCN(CC)C(=O)c1ccc(NC(=O)c2cc(S(=O)(=O)N3CCCCCC3)ccc2OC)cc1 | 0.2 | -4 | -0.8
COc1ccc(C[C@H]2NC[C@H](O)[C@H]2OC(C)=O)cc1 | -0.1 | 1 | 0.8
COc1cc(CC(=O)N2C[C@H]3C[C@@H](C2)c2cccc(=O)n2C3)cc(OC)c1OC | 0.4 | -3 | 0.7
COC(=O)C1=C(c2ccc(-c3ccccc3)c(F)c2)C[C@@H]2CC[C@H]1N2C(=O)NC1CCCCC1 | 0.1 | -6 | -0.1
COC(=O)C1=C(c2ccc(OC(F)(F)F)cc2)C[C@@H]2CC[C@H]1N2C(=O)NC1CCCCC1 | -0.9 | -9 | -1.2
COc1ccc2[nH]c3c(c2c1)CCNC3 | -0.6 | -3 | 0.4
COC(=O)C1=C(c2cccc(C#N)c2)C[C@@H]2CC[C@H]1N2C(=O)N1CCC(C)CC1 | -1.3 | -2 | -1.7
O=C(O)C1C(C(=O)O)C2(Cl)C(Cl)=C(Cl)C1(Cl)C2(Cl)Cl (configuration not stated) | 1.4 | -3 | 1.4
COC(=O)C1=C(c2cccc(OC)c2OC)C[C@@H]2CC[C@H]1N2C(=O)NCc1ccco1 | 0.3 | 0 | -0.1
COC(=O)C1=C(c2cccc(OCc3ccccc3)c2)C[C@@H]2CC[C@H]1N2C(=O)NCc1ccc(OC)cc1 | 1.9 | -3 | 0.4
COC(=O)C1=C(c2ccccc2)C[C@@H]2CC[C@H]1N2C(=O)N1CCCCC1 | 0.3 | -5 | -1.5
COC(=O)C1=C(c2cccc(OCc3ccccc3)c2)C[C@@H]2CC[C@H]1N2C(=O)NCc1ccccc1C(F)(F)F | 4.3 | -9 | 2.2
O=C1CN=C(c2ccccc2Cl)c2cc(Br)ccc2N1 | 0.3 | -5 | 0.8
CC[C@H]1CN(C)CCc2c([nH]c3ccccc23)C(=O)C[C@@H]1/C(=C\OC)C(=O)OC | 0.1 | -3 | 0.0
COc1nc(C)nc(NC(=O)NS(=O)(=O)c2ccccc2Cl)n1 | 1.4 | -4 | 0.2
CC(CC(C#N)(c1ccccc1)c1ccccc1)N(C)C (configuration not stated) | 0.7 | -1 | 0.8
CC(C)OS(C)(=O)=O | 0.3 | -3 | 1.4
COC(=O)C1=C(c2cccc(C#N)c2)C[C@@H]2CC[C@H]1N2C(=O)NC(C)C | -0.8 | -3 | -0.1
Cc1ccccc1O | 0.3 | -6 | 0.8
CCCC[n+]1cc(=N)o[n-]1 | 1.2 | 2 | 0.6
Clc1cccc(Cl)c1Cl | 0.9 | -2 | 1.1
CCOC(=O)c1cccc(-[n+]2c(-c3ccccc3)cc(-c3ccccc3)cc2-c2ccccc2)c1 | 1.1 | -6 | 0.7
CN(C)c1ccc(CCN2CCOCC2)cc1 | 1.1 | -3 | 0.2
C/C=C/CC#N | 0.2 | 2 | 0.1
Cc1cccc(NC(=O)COC(=O)c2cc(C)n(C3CC3)c2C)c1 | 0.9 | -4 | -0.1
CN(C(=O)Cc1ccc(Cl)c(Cl)c1)C(CN1CCCC1)c1cccc(OCC(=O)O)c1 (configuration not stated) | 0.7 | 4 | 0.4
Oc1ccccc1-[n+]1c(-c2ccccc2)cc(-c2ccccc2)cc1-c1ccccc1 | 1.7 | -7 | 6.0
COC(=O)C1=C(c2ccc(F)cc2OCc2ccccc2)C[C@@H]2CC[C@H]1N2C(=O)NCc1ccc(C(C)(C)C)cc1 | 0.4 | -1 | -0.2
COC(=O)C1=C(c2ccccc2)C[C@@H]2CC[C@H]1N2C(=O)NCCCOC(C)C | 5.4 | -3 | 0.3
COC(=O)C1=C(c2cccc(C#N)c2)C[C@@H]2CC[C@H]1N2C(=O)N1CCC(O)CC1 | 0.7 | -4 | 1.2
Cc1nn(CC(C)C)c(Cl)c1C(=O)NC1CCC(C)CC1 (configuration not stated) | -1.1 | -1 | -1.2
COC(=O)C1=C(c2ccccc2)C[C@@H]2CC[C@H]1N2C(=O)NCc1ccc(F)cc1 | -0.3 | -6 | -1.2
O=c1ccc2c(O)c3ccoc3cc2o1 | 1.6 | 0 | 2.8
C[C@]1(O)CCC2C3CC[C@@H]4CC(=O)CC[C@]4(C)C3CC[C@@]21C (some centres not stated) | 0.3 | -4 | -1.3
COc1cc2c(cc1OC)C(C)NCC2 (configuration not stated) | 0.4 | -1 | -0.5
C=C(C)[C@@H]1C2C(=O)O[C@H]1[C@H]1OC(=O)[C@@]34OC3C[C@]2(O)[C@@]14C (some centres not stated) | 0.5 | 0 | 0.1
C[C@]12CC[C@H]3[C@@H](CC[C@]4(O)C[C@@H](O)CC[C@]34C=O)[C@@]1(O)CC[C@@H]2C1=CC(=O)OC1 | 0.5 | 15* | -0.7
C[C@]12CC[C@@H](O)CC1=CCC1C2CC[C@@]2(C)C1C[C@@H](F)[C@@H]2O (some centres not stated) | 2.1 | -7 | 3.0
C=CCc1cc(OC)c2c(c1)OCO2 | -0.4 | -5 | 2.2
COC(=O)C1=C(c2cccc(OC)c2OC)C[C@@H]2CC[C@H]1N2C(=O)N1CCOCC1 | 0.5 | -8 | 0.6
COC(=O)C1=C(c2cccc(OCc3ccccc3)c2)C[C@@H]2CC[C@H]1N2C(=O)NCCCc1ccccc1 | 4.3 | -5 | 5.0
CN1CCC23c4c5ccc(O)c4O[C@@H]2[C@H](O)C=CC3C1C5 (some centres not stated) | 0.1 | -4 | 1.1
O=C(O)C(Cl)(Cl)Cl | 0.0 | 1 | -0.1
COC(=O)C1=C(c2ccc(F)cc2F)C[C@@H]2CC[C@H]1N2C(=O)N1CCC(O)(c2ccc(Cl)cc2)CC1 | 0.0 | -5 | -0.6
OCC(Br)CBr (configuration not stated) | -0.1 | -3 | 2.2
COC(=O)C1=C(c2c(C)noc2C)C[C@@H]2CC[C@H]1N2C(=O)NC1Cc2ccccc2C1 | 0.2 | -4 | 3.4
COC(=O)C1=C(c2ccc(-c3ccccc3)c(F)c2)C[C@@H]2CC[C@H]1N2C(=O)N1CCC(O)CC1 | 4.2 | -5 | 6.7

3 structures out of the list, sorted by length of the SMILES, highest first.
smiles | V1R ag counter | GalR3 antagonist | OXTR agonist
COC(=O)C1=C(c2cccc(OCc3ccccc3)c2)C[C@@H]2CC[C@H]1N2C(=O)NCCCc1ccccc1 | 4.3 | -5 | 5.0
CCOC(=O)c1cccc(-[n+]2c(-c3ccccc3)cc(-c3ccccc3)cc2-c2ccccc2)c1 | 1.1 | -6 | 0.7
COC(=O)C1=C(c2cccc(C#N)c2)C[C@@H]2CC[C@H]1N2C(=O)N1CCC(O)CC1 | 0.7 | -4 | 1.2

The results go on.
smiles | V1R ag counter | GalR3 antagonist | OXTR agonist
COC(=O)C1=C(c2ccc(Cl)c(C(F)(F)F)c2)C[C@@H]2CC[C@H]1N2C(=O)NCc1ccc2c(c1)OCO2 | 0.2 | -7 | 0.1
COc1c2c(cc3c1OCO3)CCN(C)C2 | 0.5 | -3 | 0.4
C=C1[C@H]2CC[C@H]3[C@]4(C)C[C@H](O[C@H]5O[C@H](CO)[C@@H](OS(=O)(=O)O)[C@H](OS(=O)(=O)O)[C@H]5OC(=O)CC(C)C)C[C@@H](C(=O)O)[C@H]4CC[C@]3(C2)[C@H]1O | -0.1 | -2 | -0.3
COC(=O)C1=C(c2ccc(OC(F)(F)F)cc2)C[C@@H]2CC[C@H]1N2C(=O)NCc1cc(C)oc1C(F)(F)F | -0.2 | -6 | -1.9
COC(=O)C1=C(c2cccc(C#N)c2)C[C@@H]2CC[C@H]1N2C(=O)NCc1ccc(F)cc1 | 0.2 | -5 | 2.4
CCOS(C)(=O)=O | -0.2 | 0 | 0.3
O=[N+]([O-])c1ccc(Cl)cc1 | 0.9 | 1 | 0.8
OC[C@H]1O[C@@H](n2cnc3cc(Cl)c(Cl)cc32)[C@H](O)[C@@H]1O | 1.4 | -4 | -0.1
COC(=O)C1=CO[C@@H](C)[C@H]2CN3CC[C@]4(C(=O)Nc5ccccc54)[C@@H]3C[C@H]12 | -0.5 | 0 | -0.9
O=C1C=C2C=C[C@@H]3CC2(O1)[C@H]1CCCCN31 | 0.3 | -3 | 0.5
BrCC(Br)(Br)Br | 0.2 | -1 | 0.4
COc1cc2c(cc1OC)[C@H]1C(=O)c3ccc4c(c3O[C@H]1CO2)C[C@@H](C(C)(C)O)O4 | 0.3 | -9 | -0.3
COC(=O)C1=C(c2cc3ccccc3s2)C[C@@H]2CC[C@H]1N2C(=O)NC1CCCCC1 | -0.3 | -5 | -2.4
COC(=O)C1=C(c2ccc(OC)c(OC)c2)C[C@@H]2CC[C@H]1N2C(=O)NCCOc1ccccc1 | 0.1 | -6 | -0.8
COC(=O)C1=C(c2c(C)noc2C)C[C@@H]2CC[C@H]1N2C(=O)NCCCOC(C)C | 0.2 | 1 | 0.6
COC(=O)C1=C(c2cc3ccccc3s2)C[C@@H]2CC[C@H]1N2C | 1.2 | -5 | 1.8
COC(=O)C1=C(c2cc3ccccc3o2)C[C@@H]2CC[C@H]1N2C(=O)N1CCOCC1 | 0.7 | -3 | -0.6
COC(=O)C1=C(c2cc3ccccc3s2)C[C@@H]2CC[C@H]1N2C(=O)N1CCOCC1 | -0.3 | -5 | -0.1
C[C@]12CC[C@H](O)C[C@H]1CC[C@@H]1[C@@H]2C[C@@H](O)[C@]2(C)[C@@H](C3=CC(=O)OC3)CC[C@]12O | 0.4 | 12 | -0.7
COc1cc2c(cc1O)C[C@H]1c3c(cc(O)c(OC)c3-2)CCN1C | 0.5 | -7 | -0.9
CC(C)=CCN1CC[C@@]2(C)c3cc(O)ccc3CC1C2C (some centres not stated) | 1.6 | -3 | 0.5
Cn1cc(C(=O)OCC(=O)N2CCCC2)c2ccccc21 | 1.0 | -5 | 0.4
CN1CCc2cccc(Cl)c2CC1 | 0.4 | -3 | 0.5
N#CC(Br)Br | 0.2 | 0 | 0.0
O=[N+]([O-])c1cc([As](=O)(O)O)ccc1O | -0.6 | -4 | -0.9
CNC(C)Cc1ccccc1 (configuration not stated) | 1.6 | 2 | 2.4
CC(C)(C)[C@]1(O)C[C@@H]2OC(=O)C[C@@]23C(=O)O[C@@H]2OC(=O)[C@@H](O)C213 (some centres not stated) | 1.2 | -2 | 2.0
COC(=O)C1=C(c2cccc(C#N)c2)C[C@@H]2CC[C@H]1N2C(=O)N1CCc2cc(OC)c(OC)cc2C1 | -0.9 | 5 | -1.9
CC[C@H](OC(C)=O)C(C[C@H](C)N(C)C)(c1ccccc1)c1ccccc1 | 1.2 | -5 | 5.3
COC(=O)C1=C(c2ccc(OC(F)(F)F)cc2)C[C@@H]2CC[C@H]1N2C(=O)NCC1CC1 | 3.0 | -8 | 3.4
COC(=O)C1=C(c2ccccc2OCc2ccccc2)C[C@@H]2CC[C@H]1N2C(=O)NCc1ccc(OC)c(OC)c1 | -0.7 | 1 | -1.5

A few values from the results shown:
COC(=O)C1=C(c2ccc(Cl)c(C(F)(F)F)c2)C[C@@H]2CC[C@H]1N2C(=O)NCc1ccc2c(c1)OCO2 @ GalR3 antagonist: -7
O=[N+]([O-])c1ccc(Cl)cc1 @ GalR3 antagonist: 1

Six entries drawn at random from the list so far:
smiles | V1R ag counter | GalR3 antagonist | OXTR agonist
O=C1C=C2C=C[C@@H]3CC2(O1)[C@H]1CCCCN31 | 0.3 | -3 | 0.5
COc1cc2c(cc1OC)[C@H]1C(=O)c3ccc4c(c3O[C@H]1CO2)C[C@@H](C(C)(C)O)O4 | 0.3 | -9 | -0.3
OC[C@H]1O[C@@H](n2cnc3cc(Cl)c(Cl)cc32)[C@H](O)[C@@H]1O | 1.4 | -4 | -0.1
BrCC(Br)(Br)Br | 0.2 | -1 | 0.4
Cn1cc(C(=O)OCC(=O)N2CCCC2)c2ccccc21 | 1.0 | -5 | 0.4
CC[C@H](OC(C)=O)C(C[C@H](C)N(C)C)(c1ccccc1)c1ccccc1 | 1.2 | -5 | 5.3
